NSD2 inh – blocks human histone methyltransferase NSD2. inhibition, % at 12.5 µM. O96028. AID 743445. NSD2 peptide methylation, AlphaScreen, 120 min. 310,000 compounds, 0.54% hits; in the data active = inhibition above about 50%
dFosB activator – activators of mouse delta FosB homodimer. AID 493131. 340,000 compounds, 0.99% hits. activation, % at 25 µM. purified delta FosB, TAMRA-CDK5 oligo fluorescence polarization; percent of positive-control signal above neutral wells;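 active = mean activation above about 17%, with every replicate also reaching it, limit read from the data, passing the limit was not always enough; inconclusive = only one of the two conditions met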;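 note: fluorescence polarization rise as delta FosB binds a TAMRA Cdk5 AP-1 oligo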
Target sequence (P13346 whole entry, looked up): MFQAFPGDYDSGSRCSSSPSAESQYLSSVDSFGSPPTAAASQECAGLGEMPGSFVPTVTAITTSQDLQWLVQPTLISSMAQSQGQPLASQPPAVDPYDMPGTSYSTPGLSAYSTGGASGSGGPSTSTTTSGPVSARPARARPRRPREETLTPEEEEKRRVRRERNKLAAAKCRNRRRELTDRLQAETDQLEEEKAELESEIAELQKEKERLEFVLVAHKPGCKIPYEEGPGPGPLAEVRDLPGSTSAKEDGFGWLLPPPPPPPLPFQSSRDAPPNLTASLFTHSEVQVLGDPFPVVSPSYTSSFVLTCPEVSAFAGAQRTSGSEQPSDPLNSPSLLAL
Arr AP2 block – inhibitors of human beta-arrestin and AP2 interaction. FITC-arrestin peptide / GST-AP2 beads, flow cytometry; AP2 beta2 appendage carries R879A mutation. inhibition, % at 10 µM. 340,000 compounds, 0.31% hits. AID 504490;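 active = inhibition above a set limit, near 3 SD of compounds lacking own fluorescence, cut at about 54% in these data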;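 note: plate controls were DMSO wells for no effect and 5 µM unlabelled arrestin peptide for full effect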
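test system = AP2 appendage R879A on GSH beads | buffer or medium = PBS plus Tween 20 (0.05%) and BSA (0.1%) | incubation = 12 min plus 1 h, RT | detection = bead flow cytometry, FITC channel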
CDK5 p35 inh – inhibitors of human CDK5/p35 kinase; Recombinant CDK5/p35, ADP-Glo luminescence, 60 min; inhibition, % at 10 µM; 330,000 compounds, 0.01% hits;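 active = highest replicate inhibition of at least 50% and at least 75% of replicates reaching 50%; inconclusive = only one of the two criteria met; inactive = both criteria failed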;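 note: plate controls were DMSO neutral control for no effect and GW8510 at 10 µM for full effect; many of its hits are not listed in these tables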
Target sequence (Q00535 whole entry, looked up): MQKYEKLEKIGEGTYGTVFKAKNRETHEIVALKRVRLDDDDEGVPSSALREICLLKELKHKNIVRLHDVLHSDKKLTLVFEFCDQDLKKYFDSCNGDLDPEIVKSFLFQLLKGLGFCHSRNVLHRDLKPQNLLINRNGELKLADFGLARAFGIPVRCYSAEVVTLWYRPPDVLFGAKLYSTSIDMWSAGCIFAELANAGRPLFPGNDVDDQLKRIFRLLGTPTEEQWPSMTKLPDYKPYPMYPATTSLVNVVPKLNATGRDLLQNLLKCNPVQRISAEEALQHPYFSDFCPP
Target sequence (Q15078 whole entry, looked up): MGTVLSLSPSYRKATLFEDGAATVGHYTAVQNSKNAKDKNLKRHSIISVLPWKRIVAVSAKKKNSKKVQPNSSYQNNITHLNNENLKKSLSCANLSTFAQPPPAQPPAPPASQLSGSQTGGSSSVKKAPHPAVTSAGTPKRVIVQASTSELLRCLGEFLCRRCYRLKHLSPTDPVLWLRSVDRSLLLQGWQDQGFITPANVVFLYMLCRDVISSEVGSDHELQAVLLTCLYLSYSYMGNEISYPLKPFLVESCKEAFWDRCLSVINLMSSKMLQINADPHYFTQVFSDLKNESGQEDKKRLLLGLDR
PKA-R1A act – activates the PKA-R1A holoenzyme complex; P00514+P68181; PKA-R1A dissociation, Cy5-IP20 fluorescence polarization; scaled: DMSO 0%, 113 µM cGMP 100%; activation, % at 11.4 µM; 340,000 compounds, 0.083% hits; AID 504707;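 active = percent activation above the mean of all tested compounds plus 3 SD, cut at about 19% in these data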;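 note: higher means more PKAc released from R1A so a rise in polarization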
SR-BI uptake up – SR-BI HDL lipid transfer activation; AID 504775; 320,000 compounds, 0.096% hits; CHO ldlA[mSR-BI] cells, DiI-HDL uptake fluorescence, 3 h; 100 = double the neutral-control signal; activation, % at 12.5 µM;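 active = mean replicate activation of at least 60% and every replicate at or above 60%; inconclusive = mean or all-replicate condition met, but not both; inactive = mean below 60% and not all replicates reaching 60%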;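 note: 0% = median plate neutral-control signal and 100% = twice that signal; values of inactives mirror those of a sister screen read the other way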
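Material: SR-BI-overexpressing, LDLR-lacking CHO cells; schedule: compound exposure 3 h, 37 °C; reagent: DiI-labelled HDL at 10 µg/mL final; technique: bottom-read fluorescence, 550/595 nm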
SUMO Mot1 rescue – SUMOylation pathway inhibition by Mot1-301 growth rescue. growth rescue, % at 18.8 µM. S. cerevisiae Mot1-301 growth rescue, ATP luminescence, 38.5C; percent above DMSO median, 100 means doubled. 320,000 compounds, 1% hits. AID 2716;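 active = every valid replicate shows activation above 250% relative to neutral control wells; inactive = the rest, any valid replicate at or below 250%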;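 note: OY570 slx delta 5 strain wells were the positive control but not used for scaling; some compounds called inactive have numbers as strong as hits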
SR-BI HDL uptake – inhibitors of mouse SR-BI mediated HDL lipid uptake. Q61009. ldlA[mSR-BI] CHO cells, DiI-HDL uptake fluorescence, 3 h. inhibition, % at 12.5 µM. 320,000 compounds, 0.96% hits. AID 488896;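 active = mean replicate inhibition of at least 70% and a set share of replicates each scoring 70 or more; inconclusive = meets just one of the two criteria; inactive = fails both criteria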;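 note: 0% = median of neutral control wells and 100% = median of positive control wells; values of inactives mirror those of a sister screen read the other way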
MITF TRPM1 HTS – increases MITF-driven TRPM1 promoter luciferase signal; SK-MEL-5 TRPM1-promoter luciferase, 24 h; % of positive control, neutral wells = 0; activation, % at 12.5 µM; 300,000 compounds, 0.75% hits; AID 588334;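 active = mean activation of at least 80% with every replicate also reaching 80%; inconclusive = mean reaches 80% but some replicate falls short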;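 note: 0% = neutral control wells and 100% = parthenolide positive control wells; values of inactives mirror those of a sister screen read the other way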
PKA-R2B act – activates the human PKA-R2B holoenzyme complex; PKA-R2B holoenzyme dissociation, Cy5-IP20 fluorescence polarization; R2B truncated from residue 108, S112A mutant; 0% DMSO only, 100% 113 µM cGMP; AID 504700; activation, % at 11.4 µM; 340,000 compounds, 0.079% hits;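 active = activation above a cutoff set at the mean over all compounds plus 3 SD, cut at about 18% in these data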;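 note: higher means more holoenzyme dissociation and a rise in polarization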
Pemphigus Ab inh – inhibitors of pemphigus antibody binding to human desmoglein-3 | P32926 | 310,000 compounds, 0.48% hits | binding (percent of control), % at 10 µM | DSG3-coupled beads, scFv-anti-DSG3-GFP binding, flow cytometry; hits give low values;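 active = binding more than 3 SD below its plate's average and above zero; inconclusive = below that plate limit but binding exactly zero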;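 note: hits lower antibody fragment binding to DSG3; some compounds called inactive have numbers as strong as hits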
* marks the source's active call; other numbers are inactive results; ? = inconclusive; nt = not tested or not shown. Not a hit list. Share with any hit: about 4.7%.

NSD2 inh	dFosB activator	Arr AP2 block	CDK5 p35 inh	PKA-R1A act	SR-BI uptake up	SUMO Mot1 rescue	SR-BI HDL uptake	MITF TRPM1 HTS	PKA-R2B act	Pemphigus Ab inh	molecule
1	-7	8	-0.4	3	16	-1	-16	-67	1	114	Cc1ccc(-c2c[n+](Cc3cccc(Cl)c3)c3n2CCC3)cc1
2	0	-14	1.5	-9	-17	-4	17	-28	0	102	COCCNC(=S)Nc1ccc(N2CCOCC2)c(S(=O)(=O)Nc2ccccc2OC)c1
-3	-4	1	-14	-7	8	1	-8	3	-4	108	Fc1ccc(Cn2c(SCc3ccc(F)c(C(F)(F)F)c3)nnc2C(F)(F)F)cc1
-1	-3	nt	-1.2	-2	-2	-6	2	18	-2	110	O=C(NC(=S)NCC1CCCO1)c1ccc(Br)o1 (configuration not stated)
-1	-4	0	1.3	6	8	-4	-8	2	3	108	Cc1cc(C)c(S(=O)(=O)N2CCOC2CNC(=O)C(=O)NCCN2CCOCC2)c(C)c1 (configuration not stated)
nt	-2	18	1.7	4	-21	15	21	nt	11	121	O=C(NCCN1CCN(c2ccccc2F)CC1)c1cccn2c(=O)c3ccccc3nc12
3	6	2	-0.3	1	10	-15	-10	3	4	96	CC(C)c1ccccc1N1CC(C(=O)O)CC1=O (configuration not stated)
-3	6	14	-0.1	5	2	3	-2	-10	-16	104	Cc1ccc(OCC(=O)NC(C)c2ccccc2)cc1 (configuration not stated)
nt	16	-5	-0.3	-7	-3	nt	3	17	3	95	NC(=O)c1ccc(NC(=O)COC(=O)c2c3c(nc4ccccc24)/C(=C\c2ccc4c(c2)OCO4)CCC3)cc1
-1	-3	6	-0.1	-13	nt	-13	nt	4	-15	98	COC(=O)Cc1c(C)c2ccc(OCC(=O)N3CCOCC3)cc2oc1=O
0	-1	-4	-0.6	-7	0	nt	0	9	11	104	COc1ccc(OC)c(S(=O)(=O)Nc2ccc(C(C)=O)cc2)c1
nt	-2	5	-1.5	6	-5	3	5	-18	-6	92	COc1ccc(C(=O)Nn2c(C)nc3ccccc3c2=O)c(OC)c1
-1	-1	24	0.6	9	-10	10	10	-7	1	87	Cc1ccc(NC(=O)C(=O)NCCN2CCN(Cc3ccc([N+](=O)[O-])cc3)CC2)cc1
-4	2	11	-1.2	-6	0	2	0	2	-3	102	O=C(CSc1ccc(Cl)cc1)Nc1ccc(NC(=O)c2ccco2)cc1
23	-6	-1	-0.6	-9	-15	63	15	4	-5	102	Cc1cc(C)c2c(c1)-c1c(ssc1=S)C(C)(C)N2C(=O)CSc1nncn1C
-1	6	0	-2.1	-3	0	26	0	-4	-3	114	CN(C)c1ccc(N2C(=O)CC(c3ccccc3)CC2=O)cc1
-5	-7	-4	2.5	-5	nt	19	-24	59	3	109	O=C(NC(=S)Nc1ccccc1Br)C1CCCC1
0	3	-10	-0.9	-15	14	-5	-14	5	-14	96	C/C(=N\NC(=O)NC1CCCCC1)c1ccco1
1	-10	3	0.4	-10	-18	nt	18	-9	3	94	O=C(Nc1ccccc1C(=O)NCCCn1ccnc1)c1ccc(Cl)cc1Cl
nt	-1	-10	0.1	6	-61	-16	61	13	8	nt	COc1ccc(-c2sc3cc(OC)c(OC)cc3c2C#CC2(O)CCCCC2)cc1
14	-1	16	-0.2	-3	9	nt	-9	1	10	81	Cc1ccc2cc(N)ccc2n1
0	-1	-6	0.2	-3	18	-19	-18	-13	1	102	Cc1ccc([C@H]2C(C#N)=C(N)Oc3cc(C)oc(=O)c32)o1
0	-8	-2	0.3	-10	-38	-1	38	5	-6	nt	CCOc1ccc(NC(=O)C2CCCN(C(=O)NCc3ccccc3)C2)cc1 (configuration not stated)
-1	-4	1	-0.1	-8	3	8	-3	3	1	98	O=C(COc1ccc2c3c(c(=O)oc2c1)CCC3)NCCN1CCOCC1
-1	-3	56*	0.6	-18	-10	13	10	-4	-2	114	CCC(C)NC(=O)c1ccc2c(c1)N(Cc1ccccc1)C(=O)CS2 (configuration not stated)
2	0	-6	0.7	-6	11	278	-11	-7	-13	93	O=C(CCNC(=O)Cn1ccc2ccccc2c1=O)NCCCN1CCN(c2ccccc2F)CC1
-5	-4	-5	2.3	8	-8	1	8	-3	1	113	O=C(CN1CCCCC1)N1c2ccccc2Sc2ccc(C(F)(F)F)cc21
11	-10	-6	-1.1	-3	-15	3	15	9	-4	104	CC1CCCCN1CCNC(=O)c1ccc2c(c1)N(Cc1ccccc1F)C(=O)c1ccccc1S2=O (configuration not stated)
-1	-2	9	1.3	-12	9	3	-9	1	3	102	CC(=O)Nc1ccc(NC(=O)C(C)OC(=O)CCN=C2NS(=O)(=O)c3ccccc32)cc1 (configuration not stated)
0	-6	1	-0.9	9	-2	-7	2	4	-6	97	CC(=O)Nc1cc(-c2nn(CC(=O)N3CCCCC3)c(=O)c3ccccc23)ccc1N1CCOCC1
-2	14	1	0.9	-2	-25	75	25	18	-7	95	C(=N\Nc1nc(Nc2ccccc2)nc(Nc2ccccc2)n1)/c1ccncc1
-6	-4	3	0.4	-7	4	-11	-4	-3	-5	107	CCS(=O)(=O)c1ccc2oc(SCC(=O)Nc3ccc(OC)cc3OC)nc2c1
2	-4	6	-0.3	1	-3	-20	3	-81	7	96	O=C(Cc1ccccc1)NCC(=O)N/N=C/c1ccc([N+](=O)[O-])s1
-1	3	38	0.7	-11	-7	6	7	-6	-1	101	COCCCNC(=S)N1CCC(NC(=O)Nc2ccc(C)cc2)CC1
-1	-6	-6	-0.1	9	30	-6	-30	-15	1	119	COc1cccc(C(=O)CN(C(=O)c2ccc(Cl)c(Cl)c2)N2C(=O)c3ccccc3C2=O)c1
-2	-4	-8	-1.3	3	nt	0	nt	1	14	109	Cc1cc(C(=O)NCc2ccc(F)cc2)c2ccccc2n1
-1	-17	9	-8.6	-1	nt	-5	nt	-7	0	103	CC(C)C(c1nnnn1Cc1ccccc1)N1CCc2ccccc2C1 (configuration not stated)
nt	?	29	2.1	-12	8	nt	-8	-1	-12	104	Cc1c(C(=O)OCC(=O)NCc2ccccc2)oc2ccccc12
-2	-10	-5	-3.7	-12	7	-10	-7	-22	-2	80	CC1CCC2C(=O)N(c3ccc(Cc4ccncc4)cc3)C(=O)C2C1 (configuration not stated)
-3	-6	6	-0.4	2	14	-5	-14	0	-7	100	COc1ccccc1CNC(=O)C(NC(=O)c1ccccc1)C(C)C (configuration not stated)
0	1	4	0.6	-3	-44	nt	44	-12	-2	76	O=[N+]([O-])c1cccc(SSc2cccc([N+](=O)[O-])c2)c1
1	0	-4	2.7	-7	-28	-10	28	-4	-7	96	CCOc1ccc2[nH]cc(-c3csc(N)n3)c2c1
-4	-5	2	1.7	0	10	1	-10	-1	-6	nt	Cc1ccnc2nc(C(=O)N3CCN(S(=O)(=O)c4ccccc4)CC3)nn12
0	-17	13	-2.8	-5	-63	161	63	-14	-8	81	C=CCNC(=O)c1ccccc1NC(=O)c1ccc(Cl)c(S(=O)(=O)Nc2ccccc2)c1
-1	-1	-2	-0.4	-12	-11	8	11	7	-2	116	Cc1cccc(CSc2cn(CC(=O)N3CCOCC3)c3ccccc23)c1
nt	-2	-9	-0.1	-2	-12	-11	12	1	-6	111	COc1ccc(N2CCN(C(=O)CN3C(=O)NC4(CCCCCC4)C3=O)CC2)cc1
nt	-4	1	-0.5	-5	-7	-13	7	-6	-7	96	O=C(C1CCC1)N1CCc2cc(S(=O)(=O)Nc3ccc4c(c3)OCO4)ccc21
-1	-7	0	1.3	-13	14	-5	-14	-9	-9	nt	O=C(N/N=C/c1c[nH]c2ccccc12)C1CC1c1ccccc1 (configuration not stated)
-2	-9	9	-0.2	10	7	-10	-4	1	1	105	O=C(CCCC(=O)OCC1CCCO1)OCC1CCCO1 (configuration not stated)
-2	-4	2	0.7	-5	-36	-12	36	45	5	103	O=C(Nc1cccc(-c2ccc(N3CCCCC3)nn2)c1)c1ccc(Br)o1
-2	-21	8	-1.6	1	-27	-1	27	-16	-7	81	Cc1cnc(NC(=O)c2sc3ccccc3c2Cl)s1
-2	-13	-2	1.7	-7	14	-2	-14	-1	-11	nt	C=CCNC(=O)COC(=O)c1c2c(nc3ccccc13)CCC2
3	-1	-11	0.0	-9	1	12	-1	-6	-9	98	CCCCN(C)C(=O)C1CCN(Cc2ccc(OCc3ccccc3)cc2)CC1
-1	-7	23	0.8	-12	-8	-6	8	-1	12	86	COc1ccc(-n2cnnc2SCC(=O)NC2CCCc3ccccc32)cc1 (configuration not stated)
17	-1	-19	-11	-20	13	5	-13	3	-21	105	O=C(O)C1Cc2[nH]cnc2C(c2cccc([N+](=O)[O-])c2)N1 (configuration not stated)
-2	3	2	-0.4	-15	17	7	-17	-4	-2	nt	Cc1ccc(NC(=O)c2ccc(=O)[nH]n2)cc1S(=O)(=O)Nc1ccccc1Cl
1	-3	-1	0.6	6	-61	33	61	27	2	107	CC1CCN(c2ccc(C(=O)Nc3ccc4c(c3)OCO4)cc2[N+](=O)[O-])CC1
0	-20	4	-0.8	2	-13	-1	13	-4	7	100	COc1ccc(N(C)S(=O)(=O)c2cccc(C(=O)NCc3ccc(C)cc3)c2)cc1
-2	-10	9	2.5	5	-77	nt	77*	2	-6	104	COc1ccc(Nc2nc(-c3cccs3)nc3ccccc23)c(OC)c1
nt	7	-9	0.0	8	12	-10	-12	-8	1	106	COc1ccc(Nc2cc(C)nc3nc(C)nn23)cc1Cl
2	10	13	0.5	-3	2	7	-2	109*	6	98	c1ccc(SCc2nc(-c3cccnc3)no2)cc1
7	2	8	2.0	0	nt	51	nt	-10	-5	111	Cn1c(CC(=O)Nc2ccccc2F)nnc1SCC(=O)NC1CCCCC1

From PubChem
